# Screening data deposited in PubChem by National Center for Advancing Translational Sciences (NCATS).
# LMNA splice mod: LMNA splicing modulation; hit rate 0.01% among 200,000; HeLa LMNA splicing GFP/RFP minigene ratio, 48 h; Potency, µM (titrated, usually from 46.1 µM), without a hit: top-dose ratio change, negative = inhibition, most hits filed as inhibitors; AID 1487; active = well fitted inhibition curve with a large enough effect in the signal ratio, with a control signal flat, not every such curve was filed as active; inconclusive = small, poorly fitted or top-dose-only effect, or effect the other way, or a change in a side signal; the % refers to the signal ratio; note: potency is the fitted concentration of half-maximal effect; % is set by controls: 0 for no effect and ±100 for the full control effect
#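 S3 HeLa cells stably expressing lamin A-EGFP splicing minigene plus DsRed2, 600 cells/well, 48 h compound exposure at 37C. Laser-scanning cytometry; analysed as GFP (500-530 nm)/RFP (575-640 nm) total intensity ratio; 0.5% DMSO vehicle.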
# HTT ATP protect: cytoprotection in Huntington HTT-Q103 PC12 cell model. PC12 HTT-Q103 induced, cytoprotection, ATP luminescence, 40 h. Potency, µM (highest dose often 56.4 µM), for inactives: cytoprotection (ATP increase), usual class: activators. hit rate 0.14% among 230,000;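 note: potency is the fitted concentration of half-maximal effect; % of control where 0% means no effect; nearly all actives have a fitted effect of over 45% in size; toxic huntingtin expression switched on by the ecdysone agonist tebufenozide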
#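 Compounds were screened for protection of PC12 cells against cell death after tebufenozide induction (100 nM final) of mutant Huntingtin exon 1 (Q103) fused to GFP.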
# GAA inh: alpha-glucosidase (human) inhibition; Potency, µM (series often up to 76.9 µM), without a hit: at the highest dose activity change, negative = inhibition, most hits filed as inhibitors; purified human GAA, 4-MU-alpha-glucoside fluorescence; hit rate 0.005% among 200,000;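 note: potency is the fitted concentration of half-maximal effect; plate controls were uninhibited enzyme wells for no effect and no-enzyme background for full effect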
#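 Activity normalized between no-enzyme (basal) and enzyme-only wells. Conditions: 4 nM human enzyme, 400 uM fluorogenic substrate, citrate/phosphate pH 5.0 with Tween-20, 20 min room temperature, compounds up to 77 uM.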
# GAA glycogen: GAA glycogen-cleavage inhibition or activation. AID 2100. P10253. recombinant GAA, glycogen substrate, Amplex Red glucose oxidase fluorescence. hit rate 0.38% among 300,000. Potency, µM (top dose mostly 76.4 µM), for the others: top-dose activity change, negative = inhibition, hits mostly inhibitors;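 note: potency is the fitted concentration of half-maximal effect; 0% = full enzyme reaction and -100% = no-enzyme basal signal; the screen sought inhibitors and activators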
#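 qHTS, 1536-well; enzyme 4 nM final; cpd up to 77 uM; substrate bovine liver glycogen 30 ug; 50 mM citrate/phosphate pH 5.0, 0.01% Tween-20; 37 C, 40 min; Amplex Red detection 45 min RT; Hill fit → AC50.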
# CBFb RUNX1 block: CBF-beta/RUNX1 interaction disruption | Q01196+Q13951 | AlphaScreen CBFb-His/RUNX1-biotin binding, biochemical | Potency, µM (top dose mostly 59.8 µM), for the others: at the top dose activity, negative = inhibition, usual class: inhibitors | 230,000 tested, under 10 active | AID 1477; note: % of control where 0% means no effect
# Target sequence (Q01196 whole entry, looked up): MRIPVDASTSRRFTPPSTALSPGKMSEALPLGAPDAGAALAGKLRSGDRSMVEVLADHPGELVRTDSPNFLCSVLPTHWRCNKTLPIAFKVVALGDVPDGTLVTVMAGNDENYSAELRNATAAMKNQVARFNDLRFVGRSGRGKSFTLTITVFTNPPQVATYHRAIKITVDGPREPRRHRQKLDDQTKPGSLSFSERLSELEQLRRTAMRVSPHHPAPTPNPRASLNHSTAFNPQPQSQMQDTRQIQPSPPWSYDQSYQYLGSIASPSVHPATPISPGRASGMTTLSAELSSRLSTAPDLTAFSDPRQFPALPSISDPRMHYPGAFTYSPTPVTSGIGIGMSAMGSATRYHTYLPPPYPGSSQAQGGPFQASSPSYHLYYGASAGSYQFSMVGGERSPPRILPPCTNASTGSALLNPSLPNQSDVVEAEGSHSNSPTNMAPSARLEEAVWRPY
# Target sequence (Q13951 whole entry, looked up): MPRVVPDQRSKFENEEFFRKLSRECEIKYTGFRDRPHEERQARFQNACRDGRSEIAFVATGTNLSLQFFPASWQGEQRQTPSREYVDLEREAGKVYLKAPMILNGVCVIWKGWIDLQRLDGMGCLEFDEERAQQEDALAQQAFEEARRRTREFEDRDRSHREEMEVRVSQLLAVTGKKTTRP
#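 Compounds were screened at multiple concentrations against a preformed CBF-beta(His)/RUNX1(biotin) complex (30 nM of each) for 15 min at room temperature, followed by 90 min with nickel and streptavidin beads and AlphaScreen reading.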
# HTT aggregate: reduces HttQ103-GFP aggregates in PC12 cells. PC12 HttQ103-GFP aggregates, Acumen cytometry, 40 h. Potency, µM (doses to about 46.1 µM), for inactives: at the top dose activity change, negative = inhibition, usual class: inhibitors. hit rate 1.1% among 220,000; note: potency is the fitted concentration of half-maximal effect; % is set by controls: 0 for no effect and ±100 for the full control effect; nearly all actives have a fitted effect of over 60% in size
#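 PC12 cells with ecdysone-inducible HTT exon1 Q103-GFP, induced by 100 nM tebufenozide, given compounds in a concentration series. GFP aggregates (1–25 um, 6 SD above background) counted in lysates by laser-scanning cytometry, 488 nm excitation.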
# GAA spleen mod: inhibitors or activators of human alpha-glucosidase in spleen homogenate; AID 2112; hit rate 0.006% among 240,000; P10253; Potency, µM (top dose mostly 79.9 µM), for inactives: top-dose activity change, negative = inhibition, usual class: inhibitors; human spleen homogenate, 4-MU-alpha-glucoside fluorescence;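 note: potency is the fitted concentration of half-maximal effect; 0% = enzyme with vehicle and -100% = no enzyme basal signal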
#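 AC50 values come from Hill-equation fits of concentration-response data, normalized to no-enzyme and full-activity controls. Enzyme source: 1 ug human spleen homogenate; 1 mM fluorogenic 4-MU glucoside, pH 5.0 citrate buffer, 37 C, 40 min.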
# Starred values were filed as active, the others as inactive; ? = inconclusive; nt = no result given; [ ] = dose if it differs, or a comment. Unless noted, calls come from the whole dose curve; as a rule, active = well fitted curve in the direction sought with a large enough effect; inconclusive = small, poorly fitted or top-dose-only effect, or another doubt; inactive = no such curve, though single readings can be large; an effect the other way counts as inactive or inconclusive.
1	Cc1cc(C(=O)Nc2c[nH]c(=O)[nH]c2=O)ccc1[N+](=O)[O-]
2	COc1cc(C(=O)OC(C)CN2CCN(C)CC2)cc(OC)c1OC (stereo not drawn)
3	CCCCC(CC)C(=O)NCc1ccc(F)cc1 (stereo not drawn)
4	O=C(CSc1nc2ccccc2c(=O)n1Cc1ccco1)N1CCCCCC1
5	CC(C)S
6	Cn1c(NC(=O)c2ccccc2F)c(-c2cccs2)c(=O)c2ccccc21
screen / no.,1,2,3,4,5,6
LMNA splice mod,?,7.6%,-1.6%,?,nt,nt
HTT ATP protect,-8.7%[10 µM],-10.4%,-31.6%[10 µM],-25.9%,-3.9%,12.2%[10 µM]
GAA inh,-10.8%,-1.4%,6.2%,-4.5%,nt,nt
GAA glycogen,6.5%,-4.6%,1.0%,4.5%,nt,5.6%
CBFb RUNX1 block,6.5%,1.8%,2.1%,-3.1%,10.0%[21.7 µM],-3.8%
HTT aggregate,-7.0%,2.3%,12.3%,?,nt,4.6%[9.22 µM]
GAA spleen mod,2.8%,-8.8%,1.5%,-3.1%,4.1%,0.3%

7	O=C(/C=C/Nc1ccc(S(=O)(=O)Nc2ncccn2)cc1)c1ccc(Cl)c(Cl)c1
8	C/C(CC(=O)NC1C2CC3CC(C2)CC1C3)=N\NC(=O)Cc1cccs1 (stereo not drawn)
9	COc1cc(S(=O)(=O)n2cnc(C)c2)ccc1Br
10	CCOc1ccc(C(=O)N2CCCCCC2)cc1
11	NNC(=O)CN1C(c2ccc(Br)cc2)=Nc2ccc(Br)cc2C1c1ccccc1 (stereo not drawn)
12	O=C(Cn1nnc2c(sc3nc4c(c(-c5ccccc5)c32)CCC4)c1=O)c1ccccc1
screen / no.,7,8,9,10,11,12
LMNA splice mod,-1.5%,6.4%,nt,4.2%,?,0.3%
HTT ATP protect,11.6%[10 µM],24.8%[10 µM],9.8%[10 µM],0.1%,-19.5%[1.9 µM],2.5%
GAA inh,-4.6%,-14.4%,7.3%,-1.0%,-15.5%,5.6%
GAA glycogen,4.3%,5.8%,-1.9%,4.9%,1.4%,9.1%
CBFb RUNX1 block,5.5%,0.7%,-1.7%,3.8%,-5.1%,-5.7%
HTT aggregate,13.8%,3.5%,6.7%[9.22 µM],-14.6%,23.0%,3.3%
GAA spleen mod,-4.8%,-1.0%,11.4%,-8.9%,-3.0%,-3.0%

13	CC(=O)c1ccc(OCC(C)C)c(CN2CCCCC2)c1
14	Cc1ccccc1NC(=S)Nc1ccc(Br)cc1
15	CCc1nnc(NC(=O)Cc2c[nH]c3ccccc23)s1
16	C=CCC(C#Cc1ccccc1)N(C)C (stereo not drawn)
17	COc1ccc(-c2cc3ccccc3oc2=O)cc1NC(=S)NC(=O)c1ccc2c(c1)OCCO2
18	COC(=O)C1=C(C)N(c2ccccc2)/C(=C/c2cccs2)C1=O
screen / no.,13,14,15,16,17,18
LMNA splice mod,0.7%,?,?,6.5%,22.5%,-7.8%
HTT ATP protect,-57.3%[inhibitor],-4.5%[10 µM],-31.3%,6.7%,-26.2%,1.3%
GAA inh,-5.2%,2.2%,1.4%,0.1%,-3.5%,-4.5%
GAA glycogen,-2.8%,-26.6%,3.4%,-6.7%,3.2%,-6.6%
CBFb RUNX1 block,2.5%,-5.6%,-13.2%,-0.2%,1.2%,0.5%
HTT aggregate,?,2.3%,11.2%,5.1%,3.6%,?
GAA spleen mod,-0.7%,-0.3%,-6.3%,3.8%,3.1%,?

19	COc1cc(CC(=O)NCc2ccccn2)cc(OC)c1OC
20	O=S(=O)(Nc1cccc(-c2nc3cccnc3s2)c1)c1cccs1
21	Clc1ccc([C@H](Cn2ccnc2)OCc2csc3c(Cl)cccc23)c(Cl)c1
22	CCSc1nc(N)c(C#N)c(-c2ccco2)c1C#N
23	C/C=C(\C)C(=O)Nc1cccc(C2=NOC3(C2)C[C@@H](C(N)=O)N(C(=O)c2cc([N+](=O)[O-])cc([N+](=O)[O-])c2C)C3)c1 (stereo partly drawn)
24	Cc1nnc(SCc2nc(N)nc(Nc3ccccc3)n2)s1
screen / no.,19,20,21,22,23,24
LMNA splice mod,-5.4%,nt,?,?,nt,-9.3%
HTT ATP protect,6.9%,-2.6%[10 µM],-52.5%[inhibitor][17.1 µM],8.3%[10 µM],4.4%[10 µM],-15.1%
GAA inh,-2.9%,nt,nt,0.9%,nt,3.2%
GAA glycogen,-6.9%,-2.2%,nt,-9.0%,2.9%,2.8%
CBFb RUNX1 block,0.6%,-3.3%,-2.1%[21.7 µM],9.6%,0.5%,-2.3%
HTT aggregate,12.9%,9.1%[9.22 µM],-27.9%[20.6 µM],-14.6%,-12.6%[9.22 µM],0.3%
GAA spleen mod,8.2%,-4.2%,2.6%[29.1 µM],2.5%,-6.3%,-3.2%

25	COc1ccc(C(C)NC(=O)C2CCCO2)cc1OC (stereo not drawn)
26	Cc1ccc(Cl)cc1NC(=O)CCC(=O)O
27	CCCN=C(C)c1c(-c2ccccc2)[nH]n(-c2nc3ccccc3s2)c1=O
28	O=C(NC1CCN(C(=O)C2CCCCC2)CC1)c1ccccc1
29	COC(=O)C1=C(C)N2C(=O)CSC2=NC1c1ccc2c(c1)OCO2 (stereo not drawn)
30	C=CCc1cccc(OC)c1OCCOCCNCCO
screen / no.,25,26,27,28,29,30
LMNA splice mod,5.2%,nt,-3.4%,nt,3.2%,2.7%
HTT ATP protect,-9.3%,17.7%[10 µM],0.8%,-1.5%[10 µM],6.1%,2.5%
GAA inh,-2.2%,nt,-4.5%,5.6%,-3.4%,0.9%
GAA glycogen,-3.2%,4.3%,1.5%,0.6%,7.9%,-4.8%
CBFb RUNX1 block,-7.1%,4.6%,-4.3%,11.5%,-7.7%,-0.1%
HTT aggregate,10.8%,11.3%[9.22 µM],18.5%,-0.6%[9.22 µM],5.0%,9.6%
GAA spleen mod,10.1%,0.6%,-4.5%,5.3%,-7.9%,-1.2%

31	COC(=O)C1CCN(C(=O)NC(C)(C)C)CC1
32	Cc1ccc(NC(NC(=O)c2ccccn2)C(Cl)(Cl)Cl)cc1 (stereo not drawn)
33	Fc1ccc(-c2csc(=S)[nH]2)cc1
34	O=C(c1ccccc1)N1CCN(c2ccc(NCc3ccc4c(c3)OCO4)cc2)CC1
35	Cc1ccc(CN/C=C/C(=O)c2ccc(Br)cc2)cc1
36	CCCCc1c(C)nc(Nc2ccc(OC)cc2)[nH]c1=O
screen / no.,31,32,33,34,35,36
LMNA splice mod,10.6%,-4.3%,nt,?,?,10.1%
HTT ATP protect,18.7%,-19.8%,-17.0%,18.3%[10 µM],-37.6%,22.4%[10 µM]
GAA inh,-6.7%,-4.0%,-4.7%,-3.6%,-10.6%,-0.3%
GAA glycogen,0.1%,-0.6%,?,28.2µM*,-10.1%,4.6%
CBFb RUNX1 block,-0.6%,-0.8%,2.0%,-5.6%,1.2%,5.6%
HTT aggregate,11.6%,-22.7%,3.0%,?,-0.7%,20.0%
GAA spleen mod,-7.0%,-11.7%,0.9%,-1.0%,-8.6%,8.7%

# Three entries drawn at random from the list so far:
31	COC(=O)C1CCN(C(=O)NC(C)(C)C)CC1
34	O=C(c1ccccc1)N1CCN(c2ccc(NCc3ccc4c(c3)OCO4)cc2)CC1
35	Cc1ccc(CN/C=C/C(=O)c2ccc(Br)cc2)cc1
screen / no.,31,34,35
LMNA splice mod,10.6%,?,?
HTT ATP protect,18.7%,18.3%[10 µM],-37.6%
GAA inh,-6.7%,-3.6%,-10.6%
GAA glycogen,0.1%,28.2µM*,-10.1%
CBFb RUNX1 block,-0.6%,-5.6%,1.2%
HTT aggregate,11.6%,?,-0.7%
GAA spleen mod,-7.0%,-1.0%,-8.6%

# Next section.
37	Cc1ccc(N(CC(N)=O)C2SC(=O)N(Cc3ccccc3)C2=O)cc1 (stereo not drawn)
38	CCCCc1nc(NCc2ccccc2)c(C#N)c2c1CCCC2
39	O=C(CCl)Nc1ccc(N=Nc2ccccc2)cc1
40	COc1ccc([N+](=O)[O-])cc1NC(=O)N(C)Cc1ccco1
41	Cn1c(SCc2cc([N+](=O)[O-])cc3c2OCOC3)nnc1-c1ccccn1
42	COc1ccccc1-n1nnnc1S(=O)(=O)Cc1ccc(Cl)cc1
screen / no.,37,38,39,40,41,42
LMNA splice mod,-2.6%,7.8%,?,nt,-6.3%[46 µM],?
HTT ATP protect,15.1%,-7.9%[10 µM],nt,-9.5%[10 µM],-13.0%,25.1µM*
GAA inh,4.4%,-7.4%,-13.9%,nt,8.9%,-2.2%
GAA glycogen,-29.4%,-12.6%,0.6%,0.3%,11.3%,-2.8%
CBFb RUNX1 block,1.0%,6.9%,3.8%,-3.4%,0.0%,8.0%
HTT aggregate,21.8%,2.4%,?,-12.9%[9.22 µM],24.1%,nt
GAA spleen mod,5.0%,8.1%,-8.1%,-7.4%,0.0%,-4.3%

43	COc1ccc(NC(=O)c2cc(C(C)C)on2)cc1OC
44	O=C(Cn1c(=O)c2sccc2n(Cc2ccc([N+](=O)[O-])cc2)c1=O)NCCc1ccccc1
45	Cc1ccc(-c2cc(C(=O)N3CCCc4ccccc43)c3ccccc3n2)cc1
46	Cc1ccc2c(C)ccc(O)c2n1
47	CC(=O)c1cccc(NC(=O)C=C(C)C)c1
48	CC(=O)/C=C\c1cn(-c2ncc(C(F)(F)F)cc2Cl)c2ccccc12
49	CCOc1nc(-c2ccc(Cl)cc2Cl)ccc1C#N
50	CC(NC(=O)c1ccc(CS(=O)(=O)c2cccc(C(F)(F)F)c2)o1)c1ccc2c(c1)OCCO2 (stereo not drawn)
51	CCN(CC)CCOc1ncnc2c1oc1ccccc12
screen / no.,43,44,45,46,47,48,49,50,51
LMNA splice mod,3.4%,3.1%,?,-6.6%,6.2%,5.8%,16.1%,-4.1%,7.9%
HTT ATP protect,-4.1%,17.7%[10 µM],-56.0%[inhibitor],-7.6%,-2.9%,-3.9%[10 µM],3.4%[10 µM],13.0%,-11.9%[0.074 µM]
GAA inh,-2.7%,1.6%,-1.4%,3.8%,-16.1%,5.8%,2.2%,-8.9%,-1.9%
GAA glycogen,15.6%,9.1%,-5.2%,13.4%,-2.4%,-14.4%,-1.1%,2.5%,-2.1%
CBFb RUNX1 block,-4.1%,-2.3%,1.2%,-0.1%,4.0%,4.7%,27.3%,4.0%,5.1%
HTT aggregate,-2.9%,8.8%,?,-8.5%,5.5%,?,-17.6%,-2.1%[9.22 µM],6.5%
GAA spleen mod,-6.8%,-1.8%,-14.1%,-3.8%,2.9%,-3.7%,-14.1%,1.7%,1.9%
